DNMT1 block: DNMT1 (human) enzyme inhibition. P26358. DNMT1 molecular beacon, Hinp1I cleavage, fluorescence. inhibition (reported as % activation of signal), % at 10 µM. hit rate 0.83% among 360,000. AID 588458; in the data active = inhibition above about 50%
TbMetRS inhib: blocks T. brucei methionyl-tRNA synthetase activity; hit rate 0.4% among 360,000; purified T. brucei MetRS, ATP depletion, Kinase-Glo luminescence; inhibition, % at 11.9 µM;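 active = inhibition above a per-plate cutoff of the control wells' mean inhibition plus 3 SD, cut at about 5.5% in these data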;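 also: 0% = DMSO wells median and 100% = median of wells with control inhibitor compound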
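Dosing: 11.9 µM compound single dose, 0.9% DMSO; Assay system: purified T. brucei MetRS enzyme; Measured by: Kinase-Glo luciferase luminescence reporting remaining unconsumed ATP; Schedule: 15 min plus 2 h at 25 °C.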
MsrA act: bovine methionine sulfoxide reductase A activation | purified bovine MsrA, absorbance read-out | activation, % at 10.6 µM | hit rate 0.3% among 360,000 | AID 602163; in the data active = activation above about 7.5%;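 also: 0% = vehicle and 100% = reference activator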
SUMO1-SIM PPI: modulators of human SUMO1-mediated protein-protein interactions | SUMO1 binding to a labelled peptide, TR-FRET, 1 h | inhibition, % at 20 µM | hit rate 0.33% among 360,000; in the data active = inhibition above about 37%
Target sequence (P63165 whole entry, looked up): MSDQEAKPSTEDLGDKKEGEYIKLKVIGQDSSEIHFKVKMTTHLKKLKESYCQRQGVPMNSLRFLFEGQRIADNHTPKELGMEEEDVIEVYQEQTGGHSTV
MsrA inhibitor: inhibits bovine methionine sulfoxide reductase A; purified bovine MsrA, absorbance read-out; inhibition, % at 15.5 µM; hit rate 0.75% among 360,000; AID 651718; in the data active = inhibition above about 4.5%;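 also: 0% = vehicle wells with enzyme and 100% = reference inhibitor wells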
NRP1-CendR mod: alters CendR peptide binding to human NRP-1 | hit rate 0.85% among 360,000 | AID 602438 | inhibition, % at 25 µM | FAM-RPARPAR peptide binding to NRP-1, fluorescence polarization | O14786;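 active = inhibition or corrected inhibition above about 18%, plus a signal ratio from 0.5 to 1.5, limit read from the data, passing the limit was not always enough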; also: strong numbers were not always called active
Scp-1 inhibitor: Scp-1 (human) phosphatase inhibition. AID 493091. inhibition, % at 20 µM. Recombinant Scp1, phosphopeptide, malachite green phosphate absorbance. hit rate 0.88% among 340,000. Q9GZU7;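 active = inhibition above about 50% at 20 µM, limit read from the data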;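 also: plate controls were DMSO wells with enzyme for no effect and wells lacking enzyme for full effect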
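Test system – truncated SCP-1 phosphatase (76-261aa) · Reagent – Phosphorylated 17-residue peptide substrate · Incubation – 45 min room-temperature reaction, 5 min colour, 30 min stabiliser · Detection – colorimetric phosphate reagent with accelerator and stabiliser, absorbance at 630 nm · Measure – % inhibition at 20 µM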
eLon inh: inhibitors of E. coli Lon protease | hit rate 0.42% among 360,000 | inhibition, % at 7.94 µM | purified E. coli Lon protease, fluorescence polarization | AID 602123; in the data active = inhibition above about 13%, passing the limit was not always enough;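 also: 0% = enzyme with probe and DMSO and 100% = no enzyme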
Target sequence (P0A9M0 whole entry, looked up): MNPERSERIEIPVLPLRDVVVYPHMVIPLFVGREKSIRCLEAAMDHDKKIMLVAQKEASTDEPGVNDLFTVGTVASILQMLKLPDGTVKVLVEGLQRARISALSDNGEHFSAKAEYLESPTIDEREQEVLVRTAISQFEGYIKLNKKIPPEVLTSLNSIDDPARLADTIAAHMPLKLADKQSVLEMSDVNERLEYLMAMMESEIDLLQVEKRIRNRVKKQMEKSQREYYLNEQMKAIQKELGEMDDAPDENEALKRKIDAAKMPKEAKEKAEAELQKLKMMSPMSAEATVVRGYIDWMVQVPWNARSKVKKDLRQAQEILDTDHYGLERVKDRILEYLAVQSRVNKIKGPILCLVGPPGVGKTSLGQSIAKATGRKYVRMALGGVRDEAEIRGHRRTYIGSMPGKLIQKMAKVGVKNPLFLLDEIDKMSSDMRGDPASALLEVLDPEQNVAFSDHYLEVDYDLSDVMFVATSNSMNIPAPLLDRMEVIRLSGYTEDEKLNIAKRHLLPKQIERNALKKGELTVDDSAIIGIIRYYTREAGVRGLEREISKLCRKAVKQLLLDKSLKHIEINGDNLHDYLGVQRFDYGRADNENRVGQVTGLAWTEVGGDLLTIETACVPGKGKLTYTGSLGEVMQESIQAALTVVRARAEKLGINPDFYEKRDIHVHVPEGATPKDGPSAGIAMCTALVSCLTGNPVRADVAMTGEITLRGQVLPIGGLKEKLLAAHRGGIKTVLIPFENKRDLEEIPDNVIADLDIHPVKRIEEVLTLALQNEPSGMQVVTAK
LMPTP inh: blocks human LMPTP phosphatase; recombinant LMPTP-A, OMFP fluorogenic substrate, fluorescence intensity; AID 651560; hit rate 0.22% among 360,000; P24666; inhibition, % at 20 µM;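 active = compounds that cut the enzyme signal by at least half of the control window in the single-dose screen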;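 also: plate controls were DMSO wells with enzyme plus substrate for no effect and substrate without enzyme for full effect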
Target sequence (P24666 whole entry, looked up): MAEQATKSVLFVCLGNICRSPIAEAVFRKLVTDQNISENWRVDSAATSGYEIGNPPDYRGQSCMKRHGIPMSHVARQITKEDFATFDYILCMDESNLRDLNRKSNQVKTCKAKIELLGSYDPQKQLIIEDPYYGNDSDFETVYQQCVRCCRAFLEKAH
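Test system: LMPTP-A phosphatase enzyme; input: 0.625 nM LMPTP-A final; reagent: OMFP substrate, 400 µM final; compound dosing: 20 µM single dose, 3% DMSO; incubation: 50 min dark incubation at room temperature; measured by: endpoint fluorescence intensity from OMFP dephosphorylation; measure: % inhibition relative to no-enzyme and uninhibited control wells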
STEP inh: STEP (human) phosphatase inhibition. P54829. recombinant STEP, OMFP fluorogenic substrate, fluorescence. inhibition, % at 20 µM. hit rate 0.25% among 360,000;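 active = inhibition at 20 µM, scaled per plate between control wells, above about 37%, limit read from the data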;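 also: 0% = DMSO with enzyme and substrate and 100% = substrate only without enzyme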
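Test system: STEP tyrosine phosphatase / Reagent: OMFP at 25 µM / Doses: 20 µM, 1% DMSO / Read-out: percent inhibition scaled to no-enzyme and uninhibited-enzyme controls, plate-pattern corrected / Detection: FITC-channel fluorescence of OMFP product / Medium: Bis-Tris buffer pH 6.0, 2.5 mM DTT, 0.005% Tween 20 / Schedule: 20 min at room temperature, dark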
The depositor's hits bear a star; · = not tested or not shown.

(1) CCN1CCCC1CN(Cc1cc2cc(C)ccc2[nH]c1=O)C(=O)Nc1ccccc1OC (stereo not drawn)
(2) COc1nc(-c2ccccc2)c2cc(C)ccc2n1
(3) Cc1cc(C)c(C(=O)Nc2ccc(Br)c(C(F)(F)F)c2)c(C)c1
(4) COc1ccccc1C(=O)OC1CCCN(C)C1 (stereo not drawn)
(5) Cc1ccc(C(=O)Nc2c(-c3ccc(Cl)cc3)[nH][nH]c2=O)cc1
(6) N#CC(C(=O)OC1CCCCC1)c1nc2ccccc2nc1N1CCOCC1 (stereo not drawn)

entry no.,1,2,3,4,5,6
DNMT1 block,-1,4,6,0,-15,6
TbMetRS inhib,0.1,1.2,-0.3,-1.1,-1.2,-0.2
MsrA act,0,-2,-4,-8,-6,3
SUMO1-SIM PPI,4,-4,-3,-3,6,-7
MsrA inhibitor,1.4,0.7,0.1,-0.3,2.5,0.5
NRP1-CendR mod,-14,2,-12,11,-8,-29
Scp-1 inhibitor,1,-8,-9,0,·,-6
eLon inh,-8,-4,-9,5,-2,-1
LMPTP inh,4.2,0.8,1.8,-2.5,1.8,3.3
STEP inh,-1,-2,-3,-1,-2,3

(7) COc1ccc2c(c1)[C@H]1[C@H](CO2)[C@H](c2ccccc2)[C@]2(C)C(=O)Nc3ccc(C)cc3C(=O)N12
(8) c1ccc(Cn2c(Nn3cnnc3)nc3ccccc32)cc1
(9) O=C(c1ccco1)N1CCN(C(=O)C2CC(c3ccc(Cl)cc3)=NO2)CC1 (stereo not drawn)
(10) CCCCc1ccc(-c2ccc(Br)cc2O)nc1
(11) Cc1ccc(S(=O)(=O)CCC(=O)NCc2ccc(Cl)cc2)cc1
(12) COCCNC(=O)CSC1=N/C(=C/c2ccc(Cl)c(Cl)c2)C(=O)N1c1ccccc1F

entry no.,7,8,9,10,11,12
DNMT1 block,-5,5,2,2,6,-2
TbMetRS inhib,-0.1,-1.6,0.5,-0.1,0.6,-0.2
MsrA act,-3,-5,-1,0,-3,-9
SUMO1-SIM PPI,0,7,-1,-1,2,-2
MsrA inhibitor,1.3,-0.9,1.3,-1.0,-0.3,3.3
NRP1-CendR mod,4,-10,9,-2,2,8
Scp-1 inhibitor,-8,-7,-7,0,-4,-13
eLon inh,4,3,0,-2,-4,1
LMPTP inh,1.1,0.4,0.2,0.7,-0.5,3.1
STEP inh,0,-1,0,13,0,-4

(13) Cc1c(NS(=O)(=O)c2ccc(N)cc2)c(=O)n(-c2ccccc2)n1C
(14) CCCC(=O)n1nc(-c2cccnc2)nc1NCc1cccs1
(15) COc1ccc(CCCC(=O)Nc2ccccc2F)cc1
(16) O=C(O)c1cn(-c2ccc(F)cc2)c2cc(Cl)c(F)cc2c1=O
(17) O=C(Cn1nnc2ccccc21)c1cccc([N+](=O)[O-])c1
(18) CC1CC(C)CN(c2nc3c(c(=O)[nH]c(=O)n3C)n2CCCSc2nc3ccccc3s2)C1 (stereo not drawn)

entry no.,13,14,15,16,17,18
DNMT1 block,1,2,3,-1,-3,-8
TbMetRS inhib,2.7,-0.6,0.4,-0.5,-0.4,-1.0
MsrA act,-13,1,-3,-2,-2,-4
SUMO1-SIM PPI,-1,-2,-4,0,-28,0
MsrA inhibitor,2.7,-0.2,-0.2,0.1,0.0,0.7
NRP1-CendR mod,-11,3,-9,4,3,-2
Scp-1 inhibitor,-7,-7,1,0,-8,-18
eLon inh,-6,13,8,4,6,3
LMPTP inh,0.4,0.1,-2.3,2.1,0.7,1.7
STEP inh,-3,-1,-1,0,2,3

(19) CCOc1ccc(CN2CCN(Cc3cccn3-c3ncccn3)CC2CCO)cc1 (stereo not drawn)
(20) O=C(Nc1ccccc1)c1cccc(N2CCCC2=O)c1
(21) N#Cc1nc(-c2ccc(F)cc2)oc1NCc1cccc2c1OCO2
(22) O=C(C1CCC(C(=O)N2CCCCC2)CC1)N1CCCCC1 (stereo not drawn)
(23) CCCN(CC1COc2ccccc2O1)C(=S)Nc1ccc(C)cc1 (stereo not drawn)
(24) CCN(CC(=O)Nc1ccc(NC(C)=O)cc1)C(=O)Cc1ccc(Cl)c(Cl)c1

entry no.,19,20,21,22,23,24
DNMT1 block,2,-9,-4,-1,3,0
TbMetRS inhib,-0.1,0.6,0.1,-2.4,-0.9,0.5
MsrA act,-2,-8,0,-12,-5,-1
SUMO1-SIM PPI,-2,2,6,-2,0,6
MsrA inhibitor,0.7,0.8,0.6,-0.6,-0.5,-0.4
NRP1-CendR mod,2,0,-8,-4,1,-5
Scp-1 inhibitor,-13,1,-16,4,-2,-3
eLon inh,-7,-7,-2,2,-5,1
LMPTP inh,-1.3,0.8,3.8,-0.2,1.3,-0.1
STEP inh,1,-2,-1,-10,-1,-2

(25) CCc1ccc(Nc2nc(C)cc(C)c2C(N)=O)cc1
(26) Cc1ccc(CN2CCN(Cc3cn[nH]c3-c3cccc(F)c3)CC2CCO)o1 (stereo not drawn)
(27) CC(C)(C)c1ccc(-c2nnc3sc(-c4ccncc4)nn23)cc1
(28) CC(NC(=O)COC(=O)C1CCC1)c1ccccc1 (stereo not drawn)
(29) CC(=O)OCC(=O)[C@H]1CC[C@H]2[C@@H]3CCC4=CC(=O)CC[C@]4(C)[C@H]3CC[C@]12C
(30) O=C(Nc1ccccc1C(F)(F)F)c1cc(S(=O)(=O)N2CCOCC2)ccc1F

entry no.,25,26,27,28,29,30
DNMT1 block,4,-1,-2,2,-2,-4
TbMetRS inhib,-0.6,-0.1,-0.7,-0.7,0.9,0.1
MsrA act,-4,3,-2,-13,-1,-2
SUMO1-SIM PPI,4,-1,2,5,1,5
MsrA inhibitor,-0.5,0.8,-0.3,-1.0,0.6,1.7
NRP1-CendR mod,-10,9,2,5,-6,-14
Scp-1 inhibitor,-5,-2,0,3,1,-6
eLon inh,2,-6,-5,11,1,15
LMPTP inh,-0.8,-1.7,-1.3,-0.5,-0.7,-0.1
STEP inh,-2,-1,9,-1,1,1

(31) C=CCN(CC=C)CC(O)CN(c1cc([N+](=O)[O-])ccc1OC)S(=O)(=O)c1ccccc1 (stereo not drawn)
(32) CCOc1ccc(NC(=S)N(CCN2CCOCC2)Cc2cc3cc4c(cc3[nH]c2=O)OCCO4)cc1
(33) Cc1cccc(N2C(=O)c3ccc(C(=O)Nc4ccccn4)cc3C2=O)c1
(34) CCCCN(C(=O)/C=C/c1ccco1)c1c(N)n(CC(C)C)c(=O)[nH]c1=O
(35) CC(=O)N1CCc2cc(Br)cc(S(=O)(=O)NCCN3CCCCC3C)c21 (stereo not drawn)
(36) O=C(COC(=O)/C=C/c1ccc(S(=O)(=O)N2CCOCC2)cc1)NCc1ccc(Cl)cc1

entry no.,31,32,33,34,35,36
DNMT1 block,-9,-3,2,3,0,-2
TbMetRS inhib,-0.4,-0.2,-0.8,0.1,0.2,-0.3
MsrA act,0,-2,-3,-1,-3,-7
SUMO1-SIM PPI,-9,5,-37,-2,1,-6
MsrA inhibitor,2.3,1.9,0.6,1.6,-0.3,1.0
NRP1-CendR mod,-10,-6,-12,-4,4,-6
Scp-1 inhibitor,-8,6,-10,17,-3,-12
eLon inh,0,-1,-4,-5,-1,-7
LMPTP inh,-1.3,1.6,1.6,4.0,-0.1,1.3
STEP inh,5,-1,-2,3,2,1

(37) O=[N+]([O-])c1cc2c(cc1/C=N/n1cnnc1)OCO2
(38) O=C(O/N=C1\CCCc2ccccc21)C1CC1
(39) Cc1noc(C)c1S(=O)(=O)N1CCCC(C(=O)Nc2cccnc2)C1 (stereo not drawn)
(40) COc1ccc(C(=O)N/C(=C\c2cc(OC)c(OC)cc2[N+](=O)[O-])C(=O)NCCO)cc1
(41) Nc1nc(Nc2ccccc2)n[nH]1
(42) COc1ccc(-c2noc(CN(C(=O)c3ccc(OC(C)=O)cc3)C(C)C)n2)cc1OC

entry no.,37,38,39,40,41,42
DNMT1 block,-2,2,2,0,-1,3
TbMetRS inhib,-0.8,-0.7,-0.7,-0.7,-1.3,0.0
MsrA act,-10,-4,-10,0,-5,0
SUMO1-SIM PPI,-20,-1,2,-6,0,2
MsrA inhibitor,-0.7,-0.3,-0.3,1.4,1.4,1.0
NRP1-CendR mod,-5,6,-8,-4,2,-5
Scp-1 inhibitor,13,-3,-2,-5,-11,-12
eLon inh,12,3,2,0,1,-7
LMPTP inh,-1.5,-0.6,0.8,-2.3,-1.3,-0.6
STEP inh,1,-1,1,-3,-2,-4

(43) CCOc1ccccc1CN1CCNC(=O)C1CC(=O)N(C)CCc1ccccn1 (stereo not drawn)
(44) Cc1cccc(NC(=O)C2CCN(S(=O)(=O)c3cccc4cccnc34)CC2)c1
(45) COc1ccc(CCN2C(=O)COc3ccccc3C2C(=O)Nc2c(C)cccc2C)cc1OC (stereo not drawn)
(46) Cc1ccc(-n2nnnc2Sc2nc([N+](=O)[O-])nn2C)c(C)c1
(47) CN(C)c1cccc(C(=O)N2CCCC(C(=O)c3cc(F)ccc3F)C2)c1 (stereo not drawn)
(48) Cc1nsc2nc3c(F)c(F)c(F)c(F)c3cc12
(49) CC(C)C[C@H]1CNC(=O)C(=O)N1C[C@H]1CCCN1C[C@H](CC(C)C)N1C[C@H](Cc2ccccc2)N(CCc2ccccc2)C(=O)C1=O
(50) COc1ccc(C(=O)N/C(=C\c2ccco2)C(=O)NCCN2CCOCC2)cc1

entry no.,43,44,45,46,47,48,49,50
DNMT1 block,-2,-4,·,2,0,1,-9,-1
TbMetRS inhib,0.1,-0.2,0.1,-0.5,-0.2,-0.2,-0.7,0.2
MsrA act,-3,-2,-1,2,-2,-2,-2,-8
SUMO1-SIM PPI,-2,7,2,-22,-1,-34,0,-5
MsrA inhibitor,-1.1,-0.7,-0.1,0.3,-0.1,0.5,0.5,·
NRP1-CendR mod,11,2,-3,-6,-4,3,-2,8
Scp-1 inhibitor,-5,-6,·,-10,-5,-10,·,9
eLon inh,6,1,-3,0,1,2,5,1
LMPTP inh,-2.4,-0.3,-0.7,-0.8,-0.3,-1.6,0.6,-0.5
STEP inh,0,1,·,-4,-3,2,-2,-1

Full records, quoted from the list. Values in the order: DNMT1 block | TbMetRS inhib | MsrA act | SUMO1-SIM PPI | MsrA inhibitor | NRP1-CendR mod | Scp-1 inhibitor | eLon inh | LMPTP inh | STEP inh
`CC(C)C[C@H]1CNC(=O)C(=O)N1C[C@H]1CCCN1C[C@H](CC(C)C)N1C[C@H](Cc2ccccc2)N(CCc2ccccc2)C(=O)C1=O` is listed as -9 | -0.7 | -2 | 0 | 0.5 | -2 | · | 5 | 0.6 | -2
`Cc1cccc(NC(=O)C2CCN(S(=O)(=O)c3cccc4cccnc34)CC2)c1` is listed as -4 | -0.2 | -2 | 7 | -0.7 | 2 | -6 | 1 | -0.3 | 1
`CCOc1ccccc1CN1CCNC(=O)C1CC(=O)N(C)CCc1ccccn1` (stereo not drawn) is listed as -2 | 0.1 | -3 | -2 | -1.1 | 11 | -5 | 6 | -2.4 | 0
`Cc1nsc2nc3c(F)c(F)c(F)c(F)c3cc12` is listed as 1 | -0.2 | -2 | -34 | 0.5 | 3 | -10 | 2 | -1.6 | 2
